High-throughput results (PubChem)
OX1R antag-1: blocks the human orexin 1 receptor | 1.8% of 330,000 active | AID 485270 | inhibition, % at 6.6 µM | OX1R-expressing cells, FRET antagonist read-out | O43613; in the data active = inhibition mostly above about 38%, no sharp cut-off; inactive = mostly below about 40%;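 also: 0% = agonist challenge alone and 100% = reference antagonist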
Target sequence (O43613 whole entry, looked up): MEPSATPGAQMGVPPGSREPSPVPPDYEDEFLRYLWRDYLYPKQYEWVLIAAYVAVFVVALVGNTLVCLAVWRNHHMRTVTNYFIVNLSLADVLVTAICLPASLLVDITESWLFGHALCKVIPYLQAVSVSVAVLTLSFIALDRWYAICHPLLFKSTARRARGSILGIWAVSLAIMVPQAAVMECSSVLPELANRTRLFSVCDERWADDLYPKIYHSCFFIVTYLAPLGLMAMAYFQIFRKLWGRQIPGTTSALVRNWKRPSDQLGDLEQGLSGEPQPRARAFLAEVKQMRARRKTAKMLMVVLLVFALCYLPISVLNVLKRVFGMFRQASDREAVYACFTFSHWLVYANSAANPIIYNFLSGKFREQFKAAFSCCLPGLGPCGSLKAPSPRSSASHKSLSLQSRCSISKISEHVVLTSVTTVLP
OX1R antag-2: blocks the human orexin 1 receptor. 0.43% of 330,000 active. AID 434989. O43613. CHO/OX1R cells, Fluo-8 calcium fluorescence, orexin A. inhibition, % at 5 µM;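 active = inhibition above its plate's threshold, mean inhibition of all tested compounds on the plate plus 3 SD, cut at about 37% in these data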;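 also: 0% = orexin A challenge wells and 100% = SB-334867-A antagonist wells; not every result past the cut was called active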
STK33 inh: human STK33 kinase inhibition; AID 2661; 0.073% of 320,000 active; purified STK33, MBP phosphorylation, ADP-Glo luminescence; Q9BYT3; inhibition, % at 10 µM;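 active = inhibition at or above 25%, using the most active replicate where run in duplicate; inactive = inhibition below 25%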
Target sequence (Q9BYT3 whole entry, looked up): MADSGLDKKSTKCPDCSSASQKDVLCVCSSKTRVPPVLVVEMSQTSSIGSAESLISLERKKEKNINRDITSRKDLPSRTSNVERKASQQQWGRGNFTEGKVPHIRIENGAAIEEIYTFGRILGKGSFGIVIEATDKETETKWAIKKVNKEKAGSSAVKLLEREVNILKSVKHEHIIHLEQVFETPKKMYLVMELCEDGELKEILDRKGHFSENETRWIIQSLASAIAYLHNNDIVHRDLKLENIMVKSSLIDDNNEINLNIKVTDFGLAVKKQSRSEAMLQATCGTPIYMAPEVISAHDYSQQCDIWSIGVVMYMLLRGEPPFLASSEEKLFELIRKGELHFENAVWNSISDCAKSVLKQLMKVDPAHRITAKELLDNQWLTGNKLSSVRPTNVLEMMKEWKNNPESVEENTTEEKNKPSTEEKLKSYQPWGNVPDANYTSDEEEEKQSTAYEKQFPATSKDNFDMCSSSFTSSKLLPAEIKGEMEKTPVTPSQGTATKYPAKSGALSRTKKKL
Starred values were filed as active, the others as inactive; . = not tested or not shown.

SMILES	OX1R antag-1	OX1R antag-2	STK33 inh
Cc1ccc(O)c(NC(=O)c2cc(-c3cccs3)on2)c1	26	4	-0.2
Cc1csc(NC(=O)CNC(=O)OCc2ccccc2)n1	17	-19	-0.9
O=C(COc1ncnc2sccc12)Nc1ccc2c(c1)OCCO2	22	4	-1.6
S=C1N(c2ccccc2)C(c2ccccc2)N2CCCN12 (configuration not stated)	11	-18	0.1
CCN(CC)S(=O)(=O)c1cc(C(=O)OCC(=O)Nc2cccc(C)c2C)ccc1F	16	-3	-1.2
CC(C)OC(=O)c1cc2c(ccn2C)n1CC(=O)N1CCC(Cc2ccccc2)CC1	10	-25	-0.9
C#CCOCCOCCOCCNc1nc(N2CCN(C(=O)CCCCCCCCCCNC(=O)[C@@H](CCSC)n3cc(CCO)nn3)CC2)nc(N2CCN(C(=O)CCCCCCCCCCNC(=O)[C@H](CCCN=C(N)N)n3cc(C[C@@H](C)CC)nn3)CC2)n1	-14	-11	-0.1
CN1CCN(CC(=O)Nc2cc(S(=O)(=O)N3CCOCC3)ccc2Cl)CC1	20	-9	-2.0
CCCCc1nc(C(N)=O)c2[nH]c(=O)n(-c3ccc(OCC)cc3)c2n1	1	-13	-1.9
CC1CN(c2nc3ccccn3c(=O)c2/C=C(\C#N)S(=O)(=O)c2ccccc2)CC(C)O1 (configuration not stated)	41	-29	-0.3
COc1ccccc1C(=O)NCCC(=O)NCC(c1ccccc1OC)N1CCCC1 (configuration not stated)	11	-17	-1.4
COc1ccc(OC)c(NC(=O)c2ccccc2N(Cc2ccccc2)S(C)(=O)=O)c1	16	-1	-0.8
COc1cc(OC)cc(C(=O)NC2CC(C)(C)NC(C)(C)C2)c1	-3	-13	-1.7
COc1ccc(C(C(=O)NC2CCCC2)N(CCN2CCOCC2)C(=O)c2ccc(OC)c(OC)c2)cc1 (configuration not stated)	20	-9	-2.1
NS(=O)(=O)c1ccc(NC(=O)C2(c3ccccc3)CCCC2)cc1	2	-18	-0.9
COc1cc2c(cc1OC)CN(C(=O)c1ccc(OC)c([N+](=O)[O-])c1)CC2	22	-13	-0.7
Cc1oc2cc3oc(=O)c(CC(=O)NCCCC(=O)O)c(C)c3cc2c1C	22	-9	-1.1
OC(COCCOc1ccc(Br)cc1)CN1CCN(Cc2ccccc2)CC1 (configuration not stated)	15	-23	2.9
COc1ccc2c(c1)c1ncn(CCc3ccccc3)c(=O)c1n2C	21	-34	0.6
COc1ccc(NC(=S)NCCN2CCC(C)CC2)cc1Cl	10	-16	-0.1
CN(C)S(=O)(=O)c1ccc(NC(=O)COC(=O)c2n[nH]c3ccccc23)cc1	24	22	1.2
COc1ccccc1CN1CC(C(=O)NCc2ncccc2C)CCC1=O (configuration not stated)	30	-18	-1.7
Cc1cc(-c2ccccc2)c2c3c(c(-c4ccccc4)n2n1)c(=O)n(C)c(=O)n3C	0	-7	-0.2
CC1C(=O)N2CCCc3cc(NC(=O)C(=O)NCc4cccnc4)cc1c32 (configuration not stated)	20	13	0.7
O=C(CC12CC3CC(CC(C3)C1)C2)Nc1ccccc1N1CCOCC1	9	-34	-0.5
S=c1[nH]nc(CSCCOc2ccc(Cl)cc2Cl)o1	14	-12	0.0
CSCC[C@H](NS(=O)(=O)c1ccc(C)cc1)C(=O)N1CCC(C(=O)N[C@@H](Cc2ccccc2)C(=O)O)CC1	17	-14	-0.6
CCc1cc2c(C)cc(C)cc2nc1SCC(=O)Nc1cc(C)on1	16	-26	2.7
Cc1cc(NC(=O)CSc2nc3c(c(-c4cccnc4)c2C#N)CCC3)no1	17	-15	-0.1
O=[N+]([O-])c1ccc(N2CCCCC2)cc1	17	-20	-1.8
O=C(O)C1CCCN1S(=O)(=O)c1ccccc1 (configuration not stated)	14	-13	-2.0
C[C@H]1CN([C@@H](C)CO)C(=O)c2cc(NS(=O)(=O)c3ccc(F)cc3)ccc2O[C@H]1CN(C)S(=O)(=O)c1cn(C)cn1	2	-14	1.2
CSc1nc(-c2ccccc2)cn1-c1ccc(NC(C)=O)cc1	20	-11	-1.2
COCCC1CCCCN1C(=O)c1cc(COc2ccc(C)nc2)on1 (configuration not stated)	32	-6	0.3
CNS(=O)(=O)c1cccc(C(=O)OCC(=O)c2ccc(S(=O)(=O)N3CCCCC3)cc2)c1	20	-36	0.1
C/C(=N\Nc1nc(-c2ccccc2O)nc2ccccc12)c1ccccc1	8	-6	-0.2
CCOC(=O)N1CCN(Cc2nnc(-c3ccccc3C)o2)CC1	20	-10	-0.7
Cc1ccccc1-c1cc(C(=O)NCc2ccco2)nn1CC1CC(c2cccc([N+](=O)[O-])c2)=NO1 (configuration not stated)	24	19	0.7
CN(Cc1ccccc1)C(=O)c1ccc(S(=O)(=O)N(C)c2ccccc2)cc1	12	-1	-1.8
Cc1nc(SCC(=O)N(C)C2(C#N)CCCCC2)c2ccccc2n1	21	-26	0.1
COc1ccc(C(=O)c2ccc(Cl)cc2)cc1	5	-9	-0.2
COCOc1ccc(/C=C2/Oc3cc(OCOC)cc(OCOC)c3C2=O)c(OCOC)c1	16	-36	-0.2
O=C(Nc1cccc(Cn2cccn2)c1)c1cc2c(s1)CCCC2	24	-17	-1.1
Cc1ccc(/C=N\NC(=O)Cc2noc3ccccc23)cc1	10	-33	0.3
COc1ccc(N2CCN(C(=O)COC(=O)Cc3cccc(OC)c3)CC2)cc1	25	-22	-0.7
OCCC1CN(Cc2c(F)cccc2Cl)CCN1C1CCCCC1 (configuration not stated)	3	-32	-0.7
CS(=O)(=O)N(CC(=O)Nc1cccc(F)c1)Cc1ccccc1	8	-6	-0.3
c1cnc(-c2noc(CN3CCN(C4C5CC6CC(C5)CC4C6)CC3)n2)cn1 (configuration not stated)	10	-13	1.2
Cc1c2cnn(CC(=O)NCCN3CCOCC3)c(=O)c2c(C)n1Cc1ccc(F)cc1	3	-1	-0.7
O=C(CCOc1ccccc1)Nc1ccnn1C1CCN(Cc2ccc(O)cc2)CC1	-3	-13	-1.7
COc1ccc2c(c1)cc(C)c1nnc(SCC(=O)N3CCN(C(=O)c4ccco4)CC3)n12	32	-18	-1.3
Nc1nc2ccc(NC(=O)c3ccco3)cc2s1	10	-19	3.8
Cc1ccc(Cn2ccsc2=NC(=O)COC(=O)C(C)C)cc1	27	-13	-0.7
COc1cc2cc(Oc3ccc4ccc(=O)oc4c3)c(=O)oc2cc1O[C@@H]1O[C@H](CO)[C@@H](O)[C@H](O)[C@H]1O	11	-1	-1.9
O=C(NC1CCCCC1)[C@H](O)[C@@H](O)C(=O)NC1CCCCC1	7	-12	-1.3
CC(C)c1onc(C(=O)Nc2cccc(O)c2)c1[N+](=O)[O-]	18	-12	1.0
CC(=O)Oc1cccc(Nc2ncnc3ccccc23)c1	8	-10	1.8
CCCc1nc2n[nH]c(N)c2c2c1COC(C)(C)C2	19	-10	-0.8
Oc1cc(O)c2c(c1)O[C@H](c1ccc(O)c(O)c1)[C@H](O)C2	23	-1	2.0
C/C(=N\Nc1nc(N2CCOCC2)nc(N2CCOCC2)n1)c1cccs1	2	-12	-0.3

Continued; the last six above are carried over.
SMILES	OX1R antag-1	OX1R antag-2	STK33 inh
O=C(NC1CCCCC1)[C@H](O)[C@@H](O)C(=O)NC1CCCCC1	7	-12	-1.3
CC(C)c1onc(C(=O)Nc2cccc(O)c2)c1[N+](=O)[O-]	18	-12	1.0
CC(=O)Oc1cccc(Nc2ncnc3ccccc23)c1	8	-10	1.8
CCCc1nc2n[nH]c(N)c2c2c1COC(C)(C)C2	19	-10	-0.8
Oc1cc(O)c2c(c1)O[C@H](c1ccc(O)c(O)c1)[C@H](O)C2	23	-1	2.0
C/C(=N\Nc1nc(N2CCOCC2)nc(N2CCOCC2)n1)c1cccs1	2	-12	-0.3
Cc1ccc(N2C(=O)/C(=C/c3cccnc3)SC2=S)cc1	14	-13	-2.4
CC(Oc1ccccc1)C(=O)NC1C(=O)N2C1SC(C)(C)C2C(=O)O (configuration not stated)	18	-18	-1.1
COc1ccc(OCC(=O)Nc2ccc3c(c2)CCC3)cc1	16	-18	-2.1
CC1(c2ccc3c(c2)OCCCO3)NC(=O)N(CC(=O)NCCc2ccccc2)C1=O (configuration not stated)	-4	5	-1.6
Cc1ccc(N2C(=O)C(c3c(C)[nH]n(-c4ccccc4)c3=O)(C(F)(F)F)C3=C2CC(C)(C)CC3=O)cc1 (configuration not stated)	-9	-14	-3.3
CS(=O)(=O)c1ccc(-c2sc3ccccc3c2C#CCCO)cc1	0	23	-1.0
O=C(/C=C/Nc1ccc(F)cc1F)c1ccco1	9	0	3.0
COc1ccc(CC2(CO)CCN(C(C)COc3ccccc3)CC2)cc1 (configuration not stated)	26	-37	-1.0
CCN(CC(=O)NCc1ccc(F)cc1)CC(=O)Nc1ccccc1-c1ccccc1	12	-6	0.1
COc1ccc(C(=O)NC(=S)N2CC(C)OC(C)C2)cc1 (configuration not stated)	5	-19	-0.7
CN(Cc1ccco1)C(=O)CN1C(=O)NC2(CCCC2)C1=O	3	-20	-2.4
CCc1ccc(NC(=O)CCn2ccnc2C)cc1	7	-12	-1.7
COc1ccc(CNC(=O)c2cc(C(C)=O)c[nH]2)cc1	13	-16	-1.7
Cc1ccc(CNC(=O)Cc2nc3nc(C)cc(C)n3n2)cc1	29	5	0.3
O=C(NC12CC3CC(CC(C3)C1)C2)N1CCN(S(=O)(=O)c2ccc(Cl)cc2)CC1	13	-11	-1.2

Compounds above that have a COOH group:
SMILES	OX1R antag-1	OX1R antag-2	STK33 inh
Cc1oc2cc3oc(=O)c(CC(=O)NCCCC(=O)O)c(C)c3cc2c1C	22	-9	-1.1
CSCC[C@H](NS(=O)(=O)c1ccc(C)cc1)C(=O)N1CCC(C(=O)N[C@@H](Cc2ccccc2)C(=O)O)CC1	17	-14	-0.6
O=C(O)C1CCCN1S(=O)(=O)c1ccccc1 (configuration not stated)	14	-13	-2.0
CC(Oc1ccccc1)C(=O)NC1C(=O)N2C1SC(C)(C)C2C(=O)O (configuration not stated)	18	-18	-1.1

Following part.
SMILES	OX1R antag-1	OX1R antag-2	STK33 inh
COc1ccc(S(=O)(=O)N(CCc2ccccc2)CC(=O)N/N=C/c2ccc3c(c2)OCO3)cc1	9	-29	-1.7
CN(C(=O)c1ccc(NC(=O)Cc2ccc(NC(=O)C3CCN(C(=O)C4CC4)CC3)cc2)cc1)C1CC1	-3	-5	-0.8
CCOC(=O)N1CCN(C(=O)C2CCCN(c3nc4ccc(OCC)cc4s3)C2)CC1 (configuration not stated)	9	-35	-0.2
Cn1nc(CC(=O)Nc2ccc3c(c2)OCCO3)c2ccccc2c1=O	51	47*	1.1
Cc1ccccc1OC/C(O)=C(\C#N)c1nc2ccccc2[nH]1	13	-6	-0.5
O=C(Nc1cc2c(oc1=O)CCCC2=O)c1cccc(Cl)c1	15	-3	-0.1
Cc1cnc2cc(Cl)c(Cl)cc2n1	10	-9	-0.1
CCCc1cc(C(=O)Nc2cccc3ccccc23)n(C)n1	1	-18	-0.5
CCCCNC(=O)[C@H](CSCc1ccccc1)N1Cc2ccccc2C1=O	5	-28	1.1
Cc1nn(CC(=O)Nc2ccc(Cl)cc2)c(=O)c2cc(-c3ccccc3)nn12	-3	2	-2.4
CCOC(=O)c1ccccc1NC(=O)CSc1nc(N)cc(=O)[nH]1	10	-27	-0.5
CC(C)N(C(=O)Nc1ccc2nccnc2c1)C(C)C	53	-13	-0.2
CCOc1ccc(CNc2ccc(S(N)(=O)=O)cc2)cc1	-11	7	-1.3
CCOc1ccc(Nc2ncnc3c2cnn3Cc2ccccc2)cc1	8	-25	-3.3
O=S(=O)(c1ccc2ccccc2c1)N1CCCOC1	6	-11	-0.3
Cc1ccc(C)c(Cn2nnc3c(=O)[nH]c(C(=O)NCC4CCCO4)nc32)c1 (configuration not stated)	14	-24	-2.0
CC[C@H](C)[C@@H]1NC(=O)[C@H]([C@@H](C)CC)NC(=O)[C@@H](CC(C)C)NC(=O)[C@H](Cc2ccccc2)NC(=O)[C@H](Cc2ccccc2)NC(=O)[C@@H]2CCCN2C(=O)[C@@H]2CCCN2C(=O)[C@H](C(C)C)NC(=O)[C@H](CC(C)C)NC1=O	12	-25	-1.7
COc1cc(C(=O)N(Cc2ccco2)Cc2cc3ccccc3[nH]c2=O)cc(OC)c1OC	8	-25	0.0
COc1ccc(CCNC(=O)c2c(-c3ccccc3)noc2C)cc1OC	34	-15	-0.4
CN(C)CCNC(=O)c1ccc(CS(=O)(=O)c2c(Cl)cccc2Cl)o1	9	6	-1.3
CCCCOC1CC(c2ccc(OCc3ccc(OC)cc3)c(OC)c2)N(C)O1 (configuration not stated)	19	-26	0.1
COc1cc2ccccc2cc1C(=O)Nc1ccc(N2CCOCC2)cc1	63*	26	-1.8
CC(C)CCSc1ncnc2c1oc1nc3c(cc12)COC(C)(C)C3	6	-8	.
O=C1c2ccccc2C(=O)N1CN(C(=O)COc1ccccc1)c1ccc(F)cc1	19	-15	-0.8
Cc1noc(C)c1COC(=O)c1cc(C)n(-c2ccccc2)c1C	15	-23	-0.1
CC(=O)O[C@]1(C(C)=O)CC[C@H]2[C@@H]3C=CC4=CC(=O)C=C[C@]4(C)[C@H]3CC[C@@]21C	10	-19	-0.6
O=C(CCc1ccccc1)NNC(=O)c1ccccc1Cl	3	-7	-1.2
Cc1ccc(OC(C)C)c(CN(CCO)CCO)c1	5	-10	-0.3
Cc1cccc(NS(=O)(=O)c2ccc(NS(=O)(=O)c3cccs3)cc2)c1	8	9	1.0
O=C(C1CCCN(Cc2ccccc2)C1)N1CCc2ccccc2C1 (configuration not stated)	14	-30	0.3

An unsorted share of the library; about 2.2% have a hit in one of these screens.
